High-throughput results from PubChem.
TbPYK inhibitor – inhibitors of Trypanosoma brucei pyruvate kinase; 410,000 tested, 0.12% active; AID 624173; Q57TT1; Potency, µM (highest dose often 76.8 µM), without a hit: at the highest dose activity, negative = inhibition, most hits filed as inhibitors; TbPYK enzyme, Kinase-Glo Plus ATP luminescence, 45 min; note: potency is the fitted concentration of half-maximal effect; % is set by controls: 0 for no effect and ±100 for the full control effect; nearly all actives have a fitted effect of over 50% in size
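Glycolytic pyruvate kinase of T. brucei was incubated with substrate, test compound and 130 uM ADP for 45 minutes at room temperature. Luminescent Kinase-Glo Plus signal was measured after 10 minutes.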
AmpC no deterg – AmpC beta-lactamase inhibition without detergent. AmpC nitrocefin hydrolysis, absorbance 480 nm, 0.0001% Triton. Potency, µM (series often up to 57.1 µM), without a hit: top-dose activity change, negative = inhibition, usual class: inhibitors. 330,000 tested, 0.52% active. AID 485341;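 note: potency is the fitted concentration of half-maximal effect; plate controls were no compound for no effect and no enzyme for full effect; nearly all actives have a fitted effect of over 20% in size; some results filed as inactive show a strong effect at the top dose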
Target sequence (P00811 whole entry, looked up): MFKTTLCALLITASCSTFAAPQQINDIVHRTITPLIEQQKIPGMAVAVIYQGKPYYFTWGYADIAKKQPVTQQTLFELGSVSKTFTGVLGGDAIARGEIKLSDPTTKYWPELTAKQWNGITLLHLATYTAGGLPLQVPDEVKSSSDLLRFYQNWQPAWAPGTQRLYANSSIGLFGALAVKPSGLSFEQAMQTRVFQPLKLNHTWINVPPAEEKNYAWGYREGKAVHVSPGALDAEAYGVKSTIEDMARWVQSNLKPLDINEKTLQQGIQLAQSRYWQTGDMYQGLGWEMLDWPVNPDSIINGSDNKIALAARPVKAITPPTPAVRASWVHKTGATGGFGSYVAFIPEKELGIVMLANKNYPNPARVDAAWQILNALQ
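20 mM phosphate pH 7.0 + 0.01% (detergent screen) or 0.0001% Triton X-100; 5.3 nM AmpC reagent; cpd preinc 15 min RT; nitrocefin (800 uM stock) to start; A480 q20 s × 4 min; Activity was normalised to no-enzyme and no-compound control wells.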
Pf growth 96h – P. falciparum growth inhibition at 96 hour, primary screen for plastid delayed-death inhibitors. AID 504834. 320,000 tested, 6.9% active. Potency, µM (highest dose often 28.7 µM), for the others: at the top dose activity change, negative = inhibition, usual class: inhibitors. P. falciparum luciferase reporter growth, 96 h; note: potency is the fitted concentration of half-maximal effect; % is set by controls: 0 for no effect and ±100 for the full control effect
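Two-generation exposure (96 h) targets delayed-death phenotype. Reporter parasites carrying integrated firefly luciferase, in red cells at 2% hematocrit and 0.05% parasitemia final, kept at 37 C, 5% CO2; luminescence loss indicates inhibition.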
LmPK inh – LmPK (Leishmania mexicana) enzyme inhibition. Q27686. purified LmPK, Kinase-Glo ATP luminescence, 1 h. Potency, µM (titrated, usually from 57.5 µM), inactives show at the top dose activity change, negative = inhibition, most hits filed as inhibitors. 290,000 tested, 0.37% active. AID 1721; note: potency is the fitted concentration of half-maximal effect; % is set by controls: 0 for no effect and ±100 for the full control effect
Target sequence (Q27686 whole entry, looked up): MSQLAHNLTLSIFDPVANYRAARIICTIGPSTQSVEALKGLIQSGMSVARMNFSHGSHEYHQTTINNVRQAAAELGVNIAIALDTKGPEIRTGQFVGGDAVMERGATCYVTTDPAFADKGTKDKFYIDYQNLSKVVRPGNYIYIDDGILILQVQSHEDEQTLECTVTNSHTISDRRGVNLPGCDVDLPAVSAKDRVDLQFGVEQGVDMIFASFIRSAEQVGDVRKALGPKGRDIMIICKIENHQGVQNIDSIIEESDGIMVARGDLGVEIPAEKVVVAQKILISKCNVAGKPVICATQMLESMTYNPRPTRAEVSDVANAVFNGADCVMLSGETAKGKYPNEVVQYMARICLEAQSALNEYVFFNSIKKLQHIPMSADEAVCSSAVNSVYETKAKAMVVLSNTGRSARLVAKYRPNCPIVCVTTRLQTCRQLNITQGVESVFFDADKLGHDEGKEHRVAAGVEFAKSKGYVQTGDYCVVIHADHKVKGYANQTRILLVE
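qHTS format; LmPK 0.1 nM; substrates PEP 0.5 mM and ADP 0.1 mM. One-hour room-temperature incubation, then coupled luciferase luminescence; 0.5 nM enzyme wells mark activation.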
Shiga toxin inh – inhibitors of Shiga toxin in Vero cells. 290,000 tested, 9.2% active. Vero cells, Shiga toxin protein synthesis inhibition reporter. inhibition, % at 38.7 µM. AID 2315; in the data active = inhibition mostly above about 28%, no sharp cut-off; inactive = mostly below about 43%; note: 0% is about no effect
Pf growth 48h – P. falciparum growth inhibition at 48 hours (one generation); 310,000 tested, 5.9% active; P. falciparum luciferase growth in erythrocytes, 48 h; Potency, µM (doses to about 28.7 µM), inactives show top-dose activity change, negative = inhibition, most hits filed as inhibitors; note: potency is the fitted concentration of half-maximal effect; % is set by controls: 0 for no effect and ±100 for the full control effect
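Here the parasites carry a stable luciferase gene and grow inside erythrocytes in Albumax-based RPMI medium with compound for one erythrocytic cycle. Activity is scored as loss of luminescent signal.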
Cycloheximide cs – counter-screen hit for Shiga toxin inhibitors, cycloheximide; 300,000 tested, 12% active; AID 2314; cell reporter, cycloheximide protein synthesis inhibition counterscreen; max response, %; in the data active = max response mostly above about 13%, no sharp cut-off; inactive = mostly below about 14%; note: read at 38.3 µM for the half of the compounds with a filed dose; 0% is about no effect
* hit, by the source's call; i = inactive; ? = inconclusive; · = not tested or not shown; & = joins results of further samples; [ ] = remark or other dose. Unless noted, calls come from the whole dose curve; as a rule, active = well fitted curve in the direction sought with a large enough effect; inconclusive = small, poorly fitted or top-dose-only effect, or another doubt; inactive = no such curve, though single readings can be large; an effect the other way counts as inactive or inconclusive.

item | canonical_smiles | TbPYK inhibitor | AmpC no deterg | Pf growth 96h | LmPK inh
1 | Cc1cc(C)cc(NC(=S)NCCCO)c1 | -7% | 1% | 3% | -4%
2 | CN1CC(=O)Nc2ccc(Br)cc2C1=O | 1% | -16% | 57%[activator] | 5%
3 | COCCCC1CCN(C(=O)C2CCC(=O)N(CCc3ccccc3)C2)CC1 (stereo not drawn) | 1% | 45% | -20% | 0%
4 | COc1ccccc1NC(=O)C(=N\O)/C(C)=N/O | ? | -22% | -6% | -3%
5 | COC(=O)[C@H](CCSC)NC(=O)Cn1ccc(NC(=O)OCc2ccccc2)nc1=O | -1% | -3% | 5% | ·
6 | Cc1cccc(C2=NN(c3ccccc3)[C@H](CO)[C@H]2c2ccc(F)cc2)c1 | -10% | -32% | · | ·
7 | Cc1ccc(C(=O)NC2CC(C)(C)NC(C)(C)C2)cc1S(=O)(=O)N1CCCCC1 | -1% | -2% | -18% | ·
8 | CSCCC(NC(=O)c1ccccc1Cl)C(=O)Nc1ccncc1 (stereo not drawn) | -11% | -7% | -1% | ·
9 | O=C(NC(=S)N1CCN(Cc2ccccc2)CC1)c1ccccc1 | ? | -14% | ? | -8%
10 | Cc1ccc(C2=NN(Cc3nnc(-c4ccccc4)o3)C(=O)SC2)cc1 | 4% | -7% | ? | 0%
11 | O=C(NCCN1CCOCC1)c1ccc(CS(=O)c2ccccc2Cl)o1 (stereo not drawn) | 1% | -19% | ? | -7%
12 | Fc1cccc(-c2cc3nc(-c4ccccc4)cc(N4CCC5(CC4)OCCO5)n3n2)c1 | 3% | -1% | -17% | 5%

item | Shiga toxin inh | Pf growth 48h | Cycloheximide cs
1 | -12 | 3% | -3
2 | -2 | 5% | -5
3 | 56* | ? | 46*
4 | 25 | 5% | -6
5 | · | -6% | ·
6 | i | · | 15
7 | · | ? | ·
8 | · | -27% | ·
9 | 11 | 10% | 11
10 | 11 | -27% | -2
11 | 5 | 14% | -9
12 | -1 | 8.3µM* | -4

Quoted from above, entries 1 to 5
item | canonical_smiles | TbPYK inhibitor | AmpC no deterg | Pf growth 96h | LmPK inh
1 | Cc1cc(C)cc(NC(=S)NCCCO)c1 | -7% | 1% | 3% | -4%
2 | CN1CC(=O)Nc2ccc(Br)cc2C1=O | 1% | -16% | 57%[activator] | 5%
3 | COCCCC1CCN(C(=O)C2CCC(=O)N(CCc3ccccc3)C2)CC1 (stereo not drawn) | 1% | 45% | -20% | 0%
4 | COc1ccccc1NC(=O)C(=N\O)/C(C)=N/O | ? | -22% | -6% | -3%
5 | COC(=O)[C@H](CCSC)NC(=O)Cn1ccc(NC(=O)OCc2ccccc2)nc1=O | -1% | -3% | 5% | ·

item | Shiga toxin inh | Pf growth 48h | Cycloheximide cs
1 | -12 | 3% | -3
2 | -2 | 5% | -5
3 | 56* | ? | 46*
4 | 25 | 5% | -6
5 | · | -6% | ·

Other results:
item | canonical_smiles | TbPYK inhibitor | AmpC no deterg | Pf growth 96h | LmPK inh
13 | C=CCn1c(=NC(=O)c2ccc(S(=O)(=O)N3CCc4ccccc4C3)cc2)sc2cc(S(N)(=O)=O)ccc21 | -1% | -52% | ? | 1%
14 | CC1=CC(=NOC(=O)/C=C/c2ccccc2)C=C(C)C1=O | 3% | -1% | -46% | 1%
15 | Cc1c(NC(=O)C(C)N2CC(C)OC(C)C2)c(=O)n(-c2ccccc2)n1C (stereo not drawn) | 0% | -6% | · | 0%
16 | Cc1cccc(-c2noc(CN(C)C(=O)COc3ccccc3)n2)c1 | -11% | 27% | 29% | 1%
17 | CC1(C)Cc2ccccc2C(NNC(=O)c2ccccc2)=N1 | 0% | -30% | 43%[activator] | 3%
18 | Cc1cc(NS(=O)(=O)Cc2ccccc2)no1 | -4% | -5% | 175%[activator] | 3%
19 | O=C(CSc1ncccc1C(=O)O)NCc1ccc(F)cc1 | -16% | -11% | -26% | 5%
20 | O=C(c1ccc(=O)n(Cc2ccc(Cl)c(Cl)c2)c1)N1CCOCC1 | 6% | 24% | -5% | 2%
21 | Cc1cc(=O)n2[nH]c(-c3ccccc3)cc2n1 | -2% | · | · | -1%
22 | CCSC1(SCC)N=C(N)C2(C#N)C(c3ccccc3)NC(C)=CC12C#N (stereo not drawn) | -1% | -13% | 13% | -2%
23 | CCOCC(=O)Nc1ccc(S(=O)(=O)N2CCOCC2)cc1 | 1% | -8% | · | 0%
24 | Cc1ccc(SCCNC(=S)Nc2ccccc2)cc1 | -12% | · | -4% | 6%

item | Shiga toxin inh | Pf growth 48h | Cycloheximide cs
13 | -8 | -24% | -3
14 | 23 | ? | 13*
15 | -16 | -5% | -1
16 | 15 | 25% | 9
17 | 4 | 17% | 11
18 | -12 | -1% | -1
19 | -7 | · | -3
20 | -10 | 17% | -4
21 | 66* | 29% | 20
22 | 10 | 0% | -1
23 | -6 | 3% | -1
24 | 2 | -12% | -1

More structures.
item | canonical_smiles | TbPYK inhibitor | AmpC no deterg | Pf growth 96h | LmPK inh
25 | CC(C)N1CCC2(CC1)NC(CO)(CO)CO2 | 3% | -20% | ? | 5%
26 | COc1ccc(C(=O)Nc2cccc(C(=O)NCc3ccccc3)c2)cc1 | -1% | -32% | 37% | 0%
27 | CCn1nc(C(=O)NNC(=O)c2cc(Cl)ccc2OC)c2ccccc2c1=O | 0% | 25% | ? | ·
28 | O=C(O)c1ccc(S(=O)(=O)c2ccc3c(c2)C(=O)N(c2ccccc2[N+](=O)[O-])C3=O)cc1 | -21% | -12% | 13µM* | -9%
29 | COC(=O)Cn1cc(C(=O)C(C)(C)C)c2ccccc21 | -1% | -9% | 2% | -2%
30 | NCCCS(=O)(=O)O | -5%&-3% | -3%&-7% | 5%&-3% | -3%
31 | CC(CCc1ccc(O)cc1)NCc1ccc(Br)cc1 (stereo not drawn) | 4% | -27% | -13% | -1%
32 | Cc1sc2nc(SCC(N)=O)n(C)c(=O)c2c1C | -7% | -15% | 93%[activator] | -7%
33 | O=C1Nc2ccccc2C1=Nc1cccc(Cl)c1 | 3% | -18% | 17% | 3%
34 | CCCCN(C)CCN1C(=O)C2C(C(=O)Nc3cccc(OC)c3)C3C=CC2(O3)C1C(=O)NC1CCCCC1C (stereo not drawn) | 0% | 64%[activator] | ? | 1%
35 | CCN1C(=O)c2ccc(C(=O)Nc3ncc(C)s3)cc2C1=O | -3% | -6%[2.29 µM] | 3% | 1%
36 | CCOC(=O)N1CCN(Cc2nc(-c3cccs3)no2)CC1 | -4% | 20% | ? | -4%

item | Shiga toxin inh | Pf growth 48h | Cycloheximide cs
25 | 17 | 4% | -1
26 | 16 | 3% | 18
27 | · | ? | ·
28 | -33 | 6% | -1
29 | -12 | 18% | -1
30 | 27 | 8%&1% | -2
31 | · | ? | -2
32 | 8 | 6% | -2
33 | -3 | -6% | -3
34 | 1 | ? | 8
35 | 56* | 156%[activator] | 51*
36 | 81* | 78%[activator] | 30*

Other entries
item | canonical_smiles | TbPYK inhibitor | AmpC no deterg | Pf growth 96h | LmPK inh
37 | O=C(CNC(=O)c1ccccn1)N/N=C/c1ccccc1 | 0% | -21% | 128%[activator] | -1%
38 | CCOc1ccc(CCNS(=O)(=O)c2cccc3nsnc23)cc1OCC | -10% | -23% | · | -6%
39 | CCc1ccc(-c2cc(C)no2)cc1S(=O)(=O)NCc1ccccc1OC | 2% | -32% | 0% | 3%
40 | O=C(CCC1=NS(=O)(=O)c2ccccc2N1)NC1CCCCCCC1 | 1% | -21% | -19% | -5%
41 | Nc1cc2nc3ccccc3oc-2cc1=O | -9% | -43% | 4.7µM* | -2%
42 | Cc1ccc(NC(=O)c2ccc3nc(N4CCOCC4)sc3c2)c(Cl)c1 | -20% | -14% | -11% | -5%
43 | O=C(O)c1cc(O)ccc1NC(=O)c1cccc2ccccc12 | -10% | -33% | 0% | 3%
44 | Cc1cccc(NC(=S)NNC(=O)c2ccccc2Br)c1 | -16% | -23% | 64%[activator] | -5%
45 | C/C(=N\NC(=O)CC1N=C(Cc2ccccc2)NNC1=O)c1ccccc1 (stereo not drawn) | 2% | 2% | -11% | -3%
46 | C/C(=N\NC(=O)c1ccc(Br)cc1)c1cccnc1 | -2% | -26% | ? | 1%
47 | COc1ccc(N2C(=O)CCC(C(=O)N3CCCCCC3)C2c2ccc(OC)c(OC)c2)cc1 (stereo not drawn) | -1% | 28% | -7% | 0%
48 | CCN1CCCC1CNS(=O)(=O)c1ccc(Cl)c(C(F)(F)F)c1 (stereo not drawn) | 2% | -5% | 2% | 2%

item | Shiga toxin inh | Pf growth 48h | Cycloheximide cs
37 | 19 | 5% | 7
38 | 7 | 2% | -3
39 | -4 | ? | -2
40 | 5 | -12% | -2
41 | 42* | 4.7µM* | 28*
42 | 4 | 44%[activator] | 16*
43 | 19 | -20% | -2
44 | 78* | 0% | 20*
45 | -15 | 56%[activator] | 9
46 | 45 | 63%[activator] | 22*
47 | -21 | 21% | -4
48 | -30 | -7% | -1

New compounds follow:
item | canonical_smiles | TbPYK inhibitor | AmpC no deterg | Pf growth 96h | LmPK inh
49 | CN(C)CCN=Cc1c(O)n(C2CCCCCC2)c(=O)[nH]c1=O | -7% | -14% | 25% | 0%
50 | CCC(C)(C)NC(=O)C(c1ccc(C)cc1)N(Cc1ccco1)C(=O)Cn1nnc2ccccc21 (stereo not drawn) | 2% | -9% | 74%[activator] | 1%
51 | CCOC(=O)c1cnc2c(c(C)nn2CC)c1NCCN1CCOCC1 | 14% | 57% | 12µM* | 0%
52 | CC(C)(C)Nc1c(-c2ccc(O)cc2)nc2ccc(Cl)cn12 | -7% | 229%[activator] | 16% | 6%
53 | CCOC(=O)Cn1c(CCC(=O)O)ccc1-c1ccc(F)cc1 | 0% | -39% | ? | 5%
54 | CSc1nc2ccccc2n1CC(=O)Nc1cc(C(F)(F)F)ccc1N1CCOCC1 | 1% | 181%[activator] | ? | -1%

item | Shiga toxin inh | Pf growth 48h | Cycloheximide cs
49 | 3 | -12% | -1
50 | 1 | ? | -2
51 | 2 | -25% | -2
52 | -22 | 10µM* | -9
53 | 10 | -2% | -2
54 | -5 | · | -6

3 structures already listed, arranged by count of non-hydrogen atoms, high to low.
item | canonical_smiles | TbPYK inhibitor | AmpC no deterg | Pf growth 96h | LmPK inh
50 | CCC(C)(C)NC(=O)C(c1ccc(C)cc1)N(Cc1ccco1)C(=O)Cn1nnc2ccccc21 (stereo not drawn) | 2% | -9% | 74%[activator] | 1%
54 | CSc1nc2ccccc2n1CC(=O)Nc1cc(C(F)(F)F)ccc1N1CCOCC1 | 1% | 181%[activator] | ? | -1%
52 | CC(C)(C)Nc1c(-c2ccc(O)cc2)nc2ccc(Cl)cn12 | -7% | 229%[activator] | 16% | 6%

item | Shiga toxin inh | Pf growth 48h | Cycloheximide cs
50 | 1 | ? | -2
54 | -5 | · | -6
52 | -22 | 10µM* | -9

Not a hit list; overall some 22% were active at least once.
